# Source: PubChem BioAssay
# PREPL inhibitor = PREPL enzyme inhibitors, primary screen, biochemical, fluorescence polarization; AID 2751, 2010; Prolyl endopeptidase-like (Homo sapiens), Q4J6C6; inhibition, % at 5.96 µM; recombinant PREPL, fluorescence polarization activity-based probe; actives 0.68% (n = 320,000); in the data active = inhibition above about 43%;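 also: 0% = enzyme with DMSO and 100% = wells lacking enzyme; many of its hits are not listed in these tables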
# Efflux pump inh = inhibitors of Candida efflux pumps in yeast, primary screen, S. cerevisiae, Nile Red, multiplex; S. cerevisiae Candida pump triplex; AID 485275, 2010; inhibition, % at 10 µM; actives 0.44% (n = 330,000);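 active = plate passing quality check with inhibition over a set limit, or well fluorescence over plate mean plus 4 SD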;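 also: Nile Red retained in pooled yeast measured as flow cytometry median fluorescence; 0% = buffer negative control and 100% = Enniatin B positive control; higher means more Nile Red kept so more efflux inhibition; some compounds called inactive have numbers as strong as hits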
# Fh CTSL1 inh = Fasciola hepatica cathepsin L1 inhibitors, primary screen, counter-screen for PFM18AAP inhibitor project, biochemical, QFRET, fluorogenic peptide substrate. inhibition, % at 5.96 µM. actives 0.49% (n = 300,000). AID 1906, 2009. recombinant F. hepatica cathepsin L1, Z-Leu-Arg-MCA fluorescence;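 active = inhibition above the mean of all tested compounds plus 3 SD, set per screening campaign, cut at about 17% in these data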;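 also: 0% = plate median of test compound wells and 100% = 1 µM Z-Phe-Ala-diazomethylketone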
# PP1 inh = PP1-alpha phosphatase inhibitors, primary screen, counter-screen for PP5 inhibitor project, biochemical, fluorescence, OMFP substrate, single point. purified PP1alpha. inhibition, % at 6.7 µM. actives 0.9% (n = 320,000). AID 2235, 2010;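 active = inhibition above the mean inhibition of all tested compounds plus 3 SD, computed separately for each screening campaign, cut at about 15% in these data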
# Target sequence (P62136 whole entry, looked up): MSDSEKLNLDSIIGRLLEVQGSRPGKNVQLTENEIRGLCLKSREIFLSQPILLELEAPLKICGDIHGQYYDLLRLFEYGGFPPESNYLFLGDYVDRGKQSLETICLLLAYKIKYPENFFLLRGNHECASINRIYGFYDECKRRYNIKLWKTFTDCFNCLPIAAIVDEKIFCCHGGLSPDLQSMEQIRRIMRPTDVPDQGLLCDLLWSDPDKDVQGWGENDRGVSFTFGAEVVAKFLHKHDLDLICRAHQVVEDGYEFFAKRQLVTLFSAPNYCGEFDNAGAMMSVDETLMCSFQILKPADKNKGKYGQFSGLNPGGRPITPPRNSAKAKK
# PP5 inh = PP5 phosphatase inhibitors, primary screen, biochemical, fluorescence; AID 1987, 2009; Serine/threonine-protein phosphatase 5 (Homo sapiens), P53041; inhibition, % at 6.7 µM; actives 0.18% (n = 320,000); purified PP5c, OMFP substrate fluorescence;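 active = inhibition above the campaign's mean inhibition across all tested compounds plus 3 SD, cut at about 9.5% in these data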;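 also: 0% = DMSO only and 100% = 100 µM cantharidin control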
# ZTA DNA inh = counter-screen for EBNA-1 inhibitors: inhibitors of Epstein-Barr virus ZTA; actives 0.15% (n = 320,000); P03206; ZTA-DNA binding, fluorescence polarization; inhibition, % at 11 µM; in the data active = inhibition above about 33%
# Target sequence (P03206 whole entry, looked up): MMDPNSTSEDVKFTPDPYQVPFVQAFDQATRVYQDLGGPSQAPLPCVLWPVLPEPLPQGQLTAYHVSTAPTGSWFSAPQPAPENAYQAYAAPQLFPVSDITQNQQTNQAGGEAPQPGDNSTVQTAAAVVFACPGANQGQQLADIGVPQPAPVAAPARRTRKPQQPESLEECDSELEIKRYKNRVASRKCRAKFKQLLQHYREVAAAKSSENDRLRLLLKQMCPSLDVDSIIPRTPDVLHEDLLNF
# HCV core dimer = inhibitors of HCV core protein dimerization, primary screen, biochemical, TR-FRET, high-throughput; inhibition, % at 5 µM; TR-FRET GST/Flag-core106 dimerization, 1536-well; actives 0.33% (n = 300,000);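 active = inhibition above the mean of all tested compounds plus 3 SD, set per screening campaign, cut at about 45% in these data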
#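 System: GST-tagged and Flag-tagged HCV core protein residues 1-106 / Input: core106 proteins, GST 13.5 nM and Flag 17 nM / Buffer or medium: KF-containing HEPES buffer, pH 7.45, DTT, CHAPS, BSA / Probe or stimulus: Eu-anti-GST and XL665-anti-Flag labelled anti-tag antibodies / Schedule: 4 h, 22.5 °C incubation / Technique: TR-FRET 671 and 617 nm emission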
# TPT1 inh = Candida albicans TPT1 enzyme inhibitors, primary screen, biochemical, fluorescence polarization | tRNA 2'-phosphotransferase TPT1 (Candida albicans SC5314) | recombinant caTPT1, FP RNA substrate dephosphorylation | inhibition, % at 5 µM | actives 0.81% (n = 300,000) | AID 1962, 2009;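 active = inhibition above the mean of all tested compounds plus 3 SD, set per screening campaign, cut at about 24% in these data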;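 also: plate controls were DMSO alone for no effect and ferristatin control at 100 nM for full effect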
# EBNA-1 inhibitor = EBNA-1 DNA-binding inhibitors, primary screen, biochemical, fluorescence polarization. inhibition, % at 14.8 µM. actives 0.34% (n = 300,000). AID 1950, 2009; in the data active = inhibition above about 28%
# Numbers without * were called inactive; · = no result given. This is a subset; rates above refer to the full screens.
SMILES,PREPL inhibitor,Efflux pump inh,Fh CTSL1 inh,PP1 inh,PP5 inh,ZTA DNA inh,HCV core dimer,TPT1 inh,EBNA-1 inhibitor
CC(=O)N1CCC(C(=O)NC2CCCc3c2cnn3-c2cc(F)cc(F)c2)CC1 (stereo not drawn),2,1.2,-1,-4,0.8,-3,-3,0,-16
COc1ccc(OC)c(S(=O)(=O)N2CCc3ccccc32)c1,0,-0.1,-4,-4,3.4,3,-2,-2,-2
Cc1cc(C(=O)Nn2c(C)nc3ccccc3c2=O)ccc1[N+](=O)[O-],-1,-0.1,-4,-2,1.4,-1,-3,2,-1
CC(=O)N/C(=C\c1ccccc1)C(=O)OCC(=O)c1ccccc1,7,-0.1,3,-4,1.1,-8,-4,-4,5
COc1cc2c(cc1OC)C(CCc1ccccc1)=NCC2,9,-0.1,1,-2,0.2,4,-3,-4,10
COCCn1c(SCc2ccc(C(=O)OC)o2)nc2cc(Cl)ccc2c1=O,9,0.1,-1,2,4.4,13,3,1,-4
CN1CCN(CCCNC(=O)c2ccc3c(Cl)c4c(nc3c2)CCCC4)CC1,2,0.0,-1,-2,2.4,1,-25,0,-7
COc1cccc(CNC(=O)CC(NC(=O)c2ccccc2)c2ccccc2)c1 (stereo not drawn),0,0.0,2,-5,0.0,-2,4,1,8
Cc1ccc(N(CC(=O)NCc2ccc(F)cc2)C(=O)CCC(=O)Nc2ccccn2)cc1C,-12,0.0,-1,3,0.7,0,9,-1,-4
COc1ccc(CCNC(=O)Cn2nnc(-c3ccc(OC)c(OC)c3)n2)cc1OC,5,-0.1,-1,3,-2.7,-3,-5,-4,7
COc1ccc(NC(=O)CC2Nc3cccc4cccc(c34)NC2=O)cc1 (stereo not drawn),23,0.1,5,-2,1.3,-2,-14,1,-21
S=C(NCc1ccco1)Nc1ccc2c(c1)OCCO2,2,0.1,0,-7,-3.2,-18,0,0,6
Cc1ccc(NC(=O)CSc2ncc(S(=O)(=O)c3ccccc3)c(=O)[nH]2)cc1C,-3,-0.1,-5,1,1.7,-19,3,0,-1
O=C(Cc1cccc2ccccc12)Nc1ccc2oc(-c3ccccc3)nc2c1,-13,-0.2,4,2,-0.2,9,5,1,12
C/C=N/NC(=O)c1cc(Br)ccc1O,18,0.1,0,2,-0.9,-5,-10,4,0
O=C(c1cccc(N2C(=O)C3C4C=CC(C4)C3C2=O)c1)N1CCCCCC1 (stereo not drawn),2,0.1,0,-5,0.5,15,-5,4,0
Cc1ccc(N2C(=O)CSC2c2cccnc2)cc1F (stereo not drawn),8,0.1,2,-5,6.3,-1,-8,-1,-10
Cc1nc(C(=O)NC2CCOCC2)sc1C1(C)CC(c2cccc([N+](=O)[O-])c2)=NO1 (stereo not drawn),-8,0.0,-6,1,3.2,6,1,2,-6
O=C(CN1C(=O)NC2(CCCC2)C1=O)N1CCN(S(=O)(=O)c2cc(Cl)ccc2Cl)CC1,16,-0.4,·,-1,-0.4,-8,·,·,·
COc1ccccc1N1CCN(CC(=O)Nc2nccs2)CC1,2,0.0,5,-1,-0.8,-4,2,2,11
COc1cc(C(C)=O)ccc1COc1ccc(C(=O)OC(C)C(=O)NC(N)=O)cc1OC (stereo not drawn),-2,-0.3,-1,0,1.2,-8,3,-3,-2
CN1CCN(S(=O)(=O)c2ccc(NC(=O)c3ccccc3F)cc2)CC1,-3,0.1,-3,-3,4.0,4,-11,4,4
Cc1cc(C=O)c(C)n1-c1cccc(C(=O)O)c1,0,-0.1,-2,-2,2.0,-6,0,0,-2
Cc1ccnc(NS(=O)(=O)c2ccc(NC(=O)C3COc4ccccc4O3)cc2)n1 (stereo not drawn),8,-0.1,3,0,-0.3,5,-1,-3,0
Nn1c(Nc2ccc(Cl)cc2)nncc1=O,2,0.1,7,-2,-1.6,3,0,1,-5
# Next compounds:
SMILES,PREPL inhibitor,Efflux pump inh,Fh CTSL1 inh,PP1 inh,PP5 inh,ZTA DNA inh,HCV core dimer,TPT1 inh,EBNA-1 inhibitor
COc1ccc(C(=O)O/N=C(\N)Cc2cccs2)cc1OC,4,0.0,-4,-4,-1.6,16,8,-2,1
O=C(OCn1nnc2ccccc2c1=O)c1ccc(Br)o1,6,0.0,-37,-1,1.5,-6,-3,0,15
CCCc1cc(=O)[nH]c(Nc2ccc(Cl)cc2)n1,5,0.0,4,0,1.1,5,-5,0,-3
CCOc1cc([N+](=O)[O-])cc(/C=C2/NC(=O)N(Cc3ccccc3F)C2=O)c1O,4,-0.3,2,5,1.3,16,-18,-2,5
Cc1ccc(Nc2nc3nonc3nc2N(C)C)cc1,-4,-0.1,5,0,-2.0,4,2,-1,2
O=S(=O)(c1ccc(F)cc1)n1ccc(-c2cnc(-c3ccccc3)s2)n1,-15,0.1,2,5,3.9,11,-5,-1,-4
COC(=O)c1ccc(C(=O)OC)c(NC(=S)N2CCCCC2C)c1 (stereo not drawn),-6,0.6,-4,0,0.9,15,-1,0,-4
Cc1onc(-c2c(F)cccc2Cl)c1C(=O)N1CCc2ccccc2C1,-41,0.0,-1,-1,-0.2,7,0,-3,13
Cc1ccc2oc(C(=O)N(CCO)Cc3ccccc3)c(C)c2c1,2,0.2,-2,3,2.2,5,1,3,-6
COc1ccc(Cl)cc1S(=O)(=O)n1cnc2ccccc21,10,0.0,1,-4,-1.5,-5,-3,1,0
COc1ccc(Cc2nnc(NC(=O)CS(=O)(=O)c3ccccc3)s2)cc1OC,5,-0.2,2,1,2.3,-8,-8,0,-9
COc1ccc(S(=O)(=O)N2CCCCCC2)cc1NC(=O)CN1C(=O)NC(C)(c2ccc(C)cc2)C1=O (stereo not drawn),-31,0.0,-4,1,1.5,-1,17,7,-1
CC1CCC(C#N)(N(C)C(=O)CSc2nnc(C3CC3)n2C2CC2)CC1 (stereo not drawn),18,0.1,·,-4,1.3,-23,·,·,·
CSc1ncccc1C(=O)N1CCN(S(=O)(=O)c2ccc(F)cc2)CC1,-1,-0.4,-5,1,-1.5,7,-2,-3,-1
Brc1ccc(CN2CCN(Cc3c[nH]c4ccccc34)CC2)cc1,-5,0.0,0,4,1.0,-8,3,-1,-12
COc1ccc(C(=O)OCCN2CCN(C3=NS(=O)(=O)c4ccccc43)CC2)cc1OC,-1,0.2,-3,-2,1.2,1,4,-4,2
CCCCOC(=O)/C=C/c1c(C)[nH]c(=O)[nH]c1=O,4,-0.1,1,-2,-0.2,7,3,0,2
CC(C)(C)c1ccc(C(=O)NNC(=O)CCc2ccccc2)cc1,4,-0.2,-2,-3,-1.7,13,-2,-3,6
CCCC(=O)Nc1nnc(SCC(=O)NCc2ccc3c(c2)OCO3)s1,1,-0.1,-2,-6,0.7,-8,3,-5,-4
O=C(Cc1c[nH]c2ccccc12)Nc1ccc(N2CCOCC2)cc1,23,-0.1,-3,-2,0.8,-5,-4,-1,-2
COc1cc(C(=O)N[C@H](C(=O)NC(C)C23CC4CC(CC(C4)C2)C3)C(C)C)cc(OC)c1OC (stereo partly drawn),14,-0.2,0,-1,0.8,-2,4,-2,8
COc1cc(C(=O)Nc2cc(-c3nc4cc(C)ccc4o3)ccc2C)cc(OC)c1OC,-13,0.1,0,0,4.8,-1,8,3,-5
COc1ccc(Oc2cc(NN3CCCCC3)c([N+](=O)[O-])cc2[N+](=O)[O-])cc1OC,11,0.0,-1,0,2.4,-10,1,-2,-4
COc1ccc(NC(=S)NCc2ccc(S(N)(=O)=O)cc2)c(OC)c1,-6,0.0,-1,1,0.6,-12,-8,1,-5
O=[N+]([O-])c1ccc(-c2cn3ccccc3n2)cc1,0,-0.2,-2,-3,-0.8,-1,3,6,8
# Additional results follow:
SMILES,PREPL inhibitor,Efflux pump inh,Fh CTSL1 inh,PP1 inh,PP5 inh,ZTA DNA inh,HCV core dimer,TPT1 inh,EBNA-1 inhibitor
c1ccc(-c2cnc(CSc3nnc4ccccn34)o2)cc1,-12,0.2,4,-8,4.3,-19,0,6,-10
O=C(Nc1ccccn1)c1cc(-n2cnnc2)ccc1Cl,-4,0.1,2,2,0.4,11,-5,1,-5
CC(=O)c1ccc(C(=O)N(CCN(C)C)c2nc3c(Cl)cccc3s2)cc1,2,0.1,3,-2,-1.2,4,1,-2,-1
O=[N+]([O-])c1cccc(C(=S)N2CCN(c3ccc(F)cc3)CC2)c1,21,-0.2,2,-1,1.4,8,13,-16,9
Cc1ccc(CNC(=O)C2CCCN2S(=O)(=O)c2ccc(F)cc2)cc1 (stereo not drawn),20,0.2,0,1,1.2,-11,1,-5,-9
COc1ccc(NS(=O)(=O)c2cccc(C(=O)N3CCN(Cc4cc(OC)ccc4OC)CC3)c2)cc1,13,-0.2,-3,-2,3.3,-11,2,-1,5
COC(=O)Cc1c[nH]c2cccc(OCC(O)CN(Cc3ccccc3)C(C)C)c12 (stereo not drawn),-1,0.5,1,0,1.6,6,-2,1,5

# In the list so far, 9 contain a Cl atom:
SMILES,PREPL inhibitor,Efflux pump inh,Fh CTSL1 inh,PP1 inh,PP5 inh,ZTA DNA inh,HCV core dimer,TPT1 inh,EBNA-1 inhibitor
COCCn1c(SCc2ccc(C(=O)OC)o2)nc2cc(Cl)ccc2c1=O,9,0.1,-1,2,4.4,13,3,1,-4
CN1CCN(CCCNC(=O)c2ccc3c(Cl)c4c(nc3c2)CCCC4)CC1,2,0.0,-1,-2,2.4,1,-25,0,-7
O=C(CN1C(=O)NC2(CCCC2)C1=O)N1CCN(S(=O)(=O)c2cc(Cl)ccc2Cl)CC1,16,-0.4,·,-1,-0.4,-8,·,·,·
Nn1c(Nc2ccc(Cl)cc2)nncc1=O,2,0.1,7,-2,-1.6,3,0,1,-5
CCCc1cc(=O)[nH]c(Nc2ccc(Cl)cc2)n1,5,0.0,4,0,1.1,5,-5,0,-3
Cc1onc(-c2c(F)cccc2Cl)c1C(=O)N1CCc2ccccc2C1,-41,0.0,-1,-1,-0.2,7,0,-3,13
COc1ccc(Cl)cc1S(=O)(=O)n1cnc2ccccc21,10,0.0,1,-4,-1.5,-5,-3,1,0
O=C(Nc1ccccn1)c1cc(-n2cnnc2)ccc1Cl,-4,0.1,2,2,0.4,11,-5,1,-5
CC(=O)c1ccc(C(=O)N(CCN(C)C)c2nc3c(Cl)cccc3s2)cc1,2,0.1,3,-2,-1.2,4,1,-2,-1

# 3 of the entries above in order of their number in HCV core dimer, high to low.
Compound | HCV core dimer
O=[N+]([O-])c1cccc(C(=S)N2CCN(c3ccc(F)cc3)CC2)c1 | 13
Cc1ccc(CNC(=O)C2CCCN2S(=O)(=O)c2ccc(F)cc2)cc1 (stereo not drawn) | 1
COC(=O)Cc1c[nH]c2cccc(OCC(O)CN(Cc3ccccc3)C(C)C)c12 (stereo not drawn) | -2
